HCMV inh – qHTS Assay for inhibitors of the human cytomegalovirus (HCMV); HFF cells, HCMV-luciferase reporter, 72 h; active compounds read low; activity change, negative = inhibition, % at 57.5 µM; 410,000 tested, 4.5% active; AID 1259415, 2018; in the data active = activity change below about -60%; inconclusive = no clear call, values can overlap the other calls; inactive = above about -39%
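Human foreskin fibroblasts infected with luciferase-reporter HCMV at MOI 1 PFU/cell, compounds at two doses. Luciferase measured 72 h post infection; normalized to buffer-only basal and Salinomycin (10uM) controls.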
AmpC no deterg – qHTS Inhibitors of AmpC Beta-Lactamase (assay without detergent). Potency, µM (highest dose often 57.1 µM), without a hit: top-dose activity change, negative = inhibition, usual class: inhibitors. P00811. AID 485341, 2010. AmpC nitrocefin hydrolysis, absorbance 480 nm, 0.0001% Triton. 330,000 tested, 0.52% active;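 note: potency is the fitted concentration of half-maximal effect; plate controls were no compound for no effect and no enzyme for full effect; nearly all actives have a fitted effect of over 20% in size; some results filed as inactive show a strong effect at the top dose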
Target sequence (P00811 whole entry, looked up): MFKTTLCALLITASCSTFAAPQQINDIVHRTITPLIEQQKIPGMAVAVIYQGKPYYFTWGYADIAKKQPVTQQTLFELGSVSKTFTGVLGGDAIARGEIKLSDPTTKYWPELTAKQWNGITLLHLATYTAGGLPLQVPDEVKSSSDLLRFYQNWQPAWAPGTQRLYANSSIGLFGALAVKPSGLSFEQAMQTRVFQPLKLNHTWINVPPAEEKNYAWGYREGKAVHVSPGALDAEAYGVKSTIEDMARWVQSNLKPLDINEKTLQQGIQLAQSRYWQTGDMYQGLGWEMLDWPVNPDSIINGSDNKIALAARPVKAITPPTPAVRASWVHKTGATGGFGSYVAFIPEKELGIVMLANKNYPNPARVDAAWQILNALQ
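AmpC (5.3 nM in the dispensed reagent) in 20 mM phosphate pH 7.0 with 0.01% (detergent screen) or 0.0001% Triton X-100 was preincubated with compounds for 15 min at room temperature. Nitrocefin was then added from an 800 uM solution, and hydrolysis was followed at 480 nm.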
Sm TGR block – qHTS Assay for the Inhibitors of Schistosoma Mansoni Peroxiredoxins. purified TGR, DTNB reduction, TNB absorbance 405 nm. Potency, µM (series often up to 114 µM), for the others: at the top dose activity change, negative = inhibition, most hits filed as inhibitors. Schistosoma mansoni thioredoxin glutathione reductase (TGR), Q962Y6. 360,000 tested, 3% active; note: potency is the fitted concentration of half-maximal effect; nearly all actives have a fitted effect of over 60% in size
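Kinetic colorimetric format: TGR-catalysed, NADPH-driven DTNB reduction monitored via TNB absorbance. Enzyme dispensed at 20 nM; compound exposure 15 min at room temperature before reaction start.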
FBPA Giardia inh – qHTS Assay for Inhibitors of Fructose-1,6-bisphosphate Aldolase from Giardia Lamblia | A8B2U2 | purified Giardia FBPA | Potency, µM (doses to about 59.6 µM), inactives show top-dose activity, negative = inhibition, hits mostly inhibitors | 290,000 tested, 0.71% active; note: potency is the fitted concentration of half-maximal effect; nearly all actives have a fitted effect of over 55% in size
Target sequence (A8B2U2 whole entry, looked up): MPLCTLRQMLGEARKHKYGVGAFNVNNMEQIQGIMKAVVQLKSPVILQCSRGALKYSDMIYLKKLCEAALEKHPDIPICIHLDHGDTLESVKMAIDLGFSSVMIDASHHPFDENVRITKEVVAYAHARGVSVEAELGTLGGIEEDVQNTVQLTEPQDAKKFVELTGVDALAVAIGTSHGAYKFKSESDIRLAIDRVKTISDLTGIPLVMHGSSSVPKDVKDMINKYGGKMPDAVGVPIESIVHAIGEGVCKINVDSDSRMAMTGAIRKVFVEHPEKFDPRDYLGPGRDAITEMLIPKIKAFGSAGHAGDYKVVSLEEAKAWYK
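40 nM FBPA preincubated 10 min at RT with compound (up to 57.5 uM final), then substrate plus GAPDH/TPI/NAD/arsenate coupling and diaphorase/resazurin added. Fluorescence read after 20 min at RT, 525/598 nm.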
AmpC inh detg – qHTS Inhibitors of AmpC Beta-Lactamase (assay with detergent); P00811; AmpC hydrolysis of nitrocefin, absorbance 480 nm, 0.01% Triton; Potency, µM (series often up to 114 µM), for the others: at the highest dose activity change, negative = inhibition, actives largely listed as inhibitors; 370,000 tested, 0.041% active; AID 485294, 2010;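 note: potency is the fitted concentration of half-maximal effect; 0% = no-compound wells and -100% = no-enzyme wells; nearly all actives have a fitted effect of over 25% in size; some results filed as inactive show a strong effect at the top dose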
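AmpC (5.3 nM in the dispensed reagent) in 20 mM phosphate pH 7.0 with 0.01% (detergent screen) or 0.0001% Triton X-100 was preincubated with compounds for 15 min at room temperature. Nitrocefin was then added from an 800 uM solution, and hydrolysis was followed at 480 nm.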
AMA1 RON2 block – qHTS for Inhibitors of AMA1-RON; Towards Development of Antimalarial Drug Lead: Primary Screen. Plasmodium falciparum AMA1 (3D7) - RON2 peptide interaction. AlphaScreen AMA1-biotinylated RON2 peptide binding. Potency, µM (top dose mostly 58.2 µM), for the others: at the highest dose activity change, negative = inhibition, hits mostly inhibitors. 360,000 tested, 0.2% active;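 note: potency is the fitted concentration of half-maximal effect; 0% = vehicle wells and -100% = peptide control; nearly all actives have a fitted effect of over 45% in size; some results filed as inactive show a strong effect at the top dose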
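AMA1 (3D7) with his tag at 25 nM final met compounds first, then biotinylated RON2 peptide at 25 nM; detection used donor plus acceptor beads, 10 µg/mL apiece, read by AlphaScreen after 30 min at room temperature.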
An asterisk follows results filed as active; ? = inconclusive; . = not tested or not shown; & = joins results of further samples; [ ] = another dose, or the depositor's remark. Unless noted, calls come from the whole dose curve; as a rule, active = well fitted curve in the direction sought with a large enough effect; inconclusive = small, poorly fitted or top-dose-only effect, or another doubt; inactive = no such curve, though single readings can be large; an effect the other way counts as inactive or inconclusive. Unless noted, % is set by controls: 0 for no effect and ±100 for the full control effect. An unsorted share of the library; overall some 7.8% were active at least once.

molecule	AmpC inh detg	Sm TGR block	HCMV inh	AmpC no deterg	AMA1 RON2 block	FBPA Giardia inh
CCOC(=O)C1=C(C)NC(SC)=NC1c1ccccc1 (centres undefined)	-7%	1%	-76*	-14%	-3%	10%
O=C(Cn1ccn(-c2ccc(F)cc2)c(=O)c1=O)Nc1ccc(F)cc1	15%	8%	-2	.	.	.
Cc1ccc(Cl)cc1Nc1nc(-c2cccnc2)cs1	-11%	-13%	?	-16%	-10%	6%
CN(Cc1ccccc1)CC(O)COc1ccc(CNCCc2cccnc2)cc1 (centres undefined)	6%	?	?	-6%	5%	0%
Clc1ccc(-c2nnc(-c3ccccc3)c(-c3c[nH]c4ccccc34)n2)cc1	1%	-3%	-16	-15%	16%	2%
CCCc1[nH]nc2c1C(c1ccc(OC(=O)N3CCOCC3)cc1)C(C#N)=C(N)O2 (centres undefined)	4%	-4%	13	-11%	5%	-6%
Cc1ccc(-n2ncc(Br)c(Br)c2=O)cc1	1%	6.3µM*	.	-21%[2.29 µM]	0%	6%
O=C1NC2(CCCCCC2)C(=O)N1Cc1ccc([N+](=O)[O-])cc1	6%	-18%	9	-22%	2%	4%
O=C(/C=C/c1cccs1)c1ccc(NC(=O)c2ccccc2F)cc1	3%	1%	-27	-22%	22%	5%
CC(=O)Nc1nc(CC(C)C)cc2c1c(=O)oc1ccccc12	1%	6%	115	-20%	3%	4%

Additional records:
molecule	AmpC inh detg	Sm TGR block	HCMV inh	AmpC no deterg	AMA1 RON2 block	FBPA Giardia inh
O=C(CNS(=O)(=O)c1ccccc1)N1CCc2ccccc2C1	-4%	0%	38	2%	-4%	13%
O=C(CCN1CCCC1)c1cccs1	11%	0%	-13	-9%	0%	-6%
O=C(O)CC1(CC(=O)NCc2ccccn2)CCCCC1	-5%	-1%	-5	-13%	32%[activator]	1%
CCOc1ccccc1-c1c2cc(O)c(=O)cc-2oc2cc(O)c(O)cc12	?	45µM*	.	-55%	?	6.3µM*
O=c1c(Cl)c(Nc2cccc(Cl)c2)cnn1-c1nc2ccccc2s1	-8%	?	14	?	-13%	3%
Cc1noc(C)c1C(=O)Nc1cccc2ncccc12	-8%	4%	-19	-7%	-9%	1%
Cc1onc(-c2ccccc2Cl)c1C(=O)OCC(=O)Nc1cccc(S(=O)(=O)N2CCOCC2)c1	4%	3%	-11	6%	0%	-2%
O=C(c1ccncc1)C12CN3CN(CN(C3)C1)C2	?	-3%	6	-22%	-5%	3%
O=C(CSc1nnc(-c2ccccc2Cl)o1)Oc1ccc(Br)cc1	-2%	-17%	43	-34%	-3%	-4%
COc1ccc(OC)c(CNC(=O)CCCn2ccc3cc(S(=O)(=O)N4CCCC4)ccc32)c1	3%&10%	6%&5%	-38&-24	26%	4%	-14%

Additional entries.
molecule	AmpC inh detg	Sm TGR block	HCMV inh	AmpC no deterg	AMA1 RON2 block	FBPA Giardia inh
O=C(Nc1ccc(S(=O)(=O)N2CCCC2)cc1)c1ccc([N+](=O)[O-])cc1	-11%	-10%	9	-19%	-4%	18%
Cc1ccc(S(=O)CCNC(=O)Cc2ccccc2)cc1 (centres undefined)	1%	8%	1	-2%	-4%	11%
O=C(COc1ccc(-n2cnnn2)cc1)N1CCN(c2ccc(F)cc2)CC1	-14%	?	-34	8%	7%	2%
COc1ccc(/C=N/Nc2cc(C)nc(N3CCOCC3)n2)cc1	3%	2%	27	-8%	0%	8%
CCN(CC)c1ccc(CC(=O)NC(C)Cc2ccccc2)cc1 (centres undefined)	?	-2%	-13	16%	-5%	-4%
O=C(Nc1ccc([N+](=O)[O-])cn1)C1CC1	?	-2%	-12	-8%	-3%	3%
O=S(=O)(c1ccc(Cl)cc1)N1CCCC1c1nc2ccccc2s1 (centres undefined)	-2%	3%	-4	-14%	-14%	-5%
CCCS(=O)(=O)N1CCN(Cc2ccc3c(c2)c2ccccc2n3CC)CC1	?	-8%	4	208%[activator]	0%[11.6 µM]	?
O=C(N/N=C/c1cn[nH]c1-c1ccccc1)c1ccco1	-6%	.	-3	-51%	3%	2%
CN(C)CCN(C(=O)c1ccccc1Cl)c1nc2c(Cl)cccc2s1	-5%	-4%	0	65%[activator]	?	-17%

Next structures follow:
molecule	AmpC inh detg	Sm TGR block	HCMV inh	AmpC no deterg	AMA1 RON2 block	FBPA Giardia inh
COc1cc(/C=C2/C(=N)N3C=CSC3=NC2=O)ccc1OCCOc1ccc(NC(C)=O)cc1	3%	-2%	34	-14%	93%[activator]	5%
Cc1cc(C(=O)Nc2cccnc2)no1	?	1%	-1	-12%	-13%	-6%
Fc1ccc(Nc2nc(-c3ccc(F)cc3)c3c(n2)-c2ccccc2OC3)cc1	14%	3%	-11	.	.	.
Cc1ccc(S(=O)(=O)N2CCN(C(=O)c3n[nH]c4ccccc34)CC2)cc1	14%	3%	?	-13%	-12%	.
O=C(O)C(Cc1c[nH]c2ccccc12)NS(=O)(=O)c1ccc2ccccc2c1 (centres undefined)	-9%	-9%	29	-47%	-1%	2%
O=C(c1ccc(Cl)s1)N1CCN(c2ncccn2)CC1	-3%	7%	0	-10%	14%	6%
Cc1cccc(Oc2ccc(NC(=O)C3=CC=CN4CCS(=O)(=O)N=C34)cc2)c1	?	-23%	-21	22%	-7%	.
CCCNC(=O)C12CCC(C)(C(=O)O1)C2(C)C (centres undefined)	-1%	-5%	-24	-7%	-5%	2%
Cc1ccccc1CNC(=O)C1CCN(c2nnc(C)c3c(C)n(-c4ccccc4)nc23)CC1	20%	-2%	-2	.	.	.
COc1ccc(NS(=O)(=O)NC(=O)c2c[nH]c3ccccc23)cc1	1%	-4%	-25	-13%	-14%	.

New compounds follow:
molecule	AmpC inh detg	Sm TGR block	HCMV inh	AmpC no deterg	AMA1 RON2 block	FBPA Giardia inh
COc1cc(-c2ccccc2)[nH]c(=S)n1	6%	7%	-6	-3%	107%[activator]	.
CCOC(=O)C1CCN(C(=O)COC(=O)c2ccccc2OCC)CC1	.	.	-1	-3%	-11%	.
CCc1ccc(N(CC)C(=O)c2ccc3c(=O)n4c(nc3c2)CCCCC4)cc1	12%	-5%	-21	.	.	.
CC(C)C(C(=O)OCC(=O)c1cccc([N+](=O)[O-])c1)N1C(=O)[C@@H]2[C@H]3CC[C@H](C3)[C@@H]2C1=O (some centres undefined)	-2%	-4%	9	0%	-7%	0%
NC(=O)[C@H]1CC2(CC(c3cccc(NC(=O)c4ccccc4)c3)=NO2)CN1C(=O)[C@H]1CCC(=O)N1 (some centres undefined)	4%	12%	-31	-18%	55%[activator]	-1%
O=C(CCCC(=O)NCc1ccccc1)NCc1ccccc1	5%	7%	-32	-22%	-2%	4%
O=C(NCc1n[nH]c(=S)n1-c1ccccc1Cl)c1ccc(S(=O)(=O)N2CCCCC2)cc1	8%	14%	-34	-28%	25%	-13%
CCOC(=O)c1c(C)[nH]c(CCC(=O)NCCCN2CCN(c3ccccc3F)CC2)c1C	16%	-9%	-30	.	.	.
COc1ccc(-c2noc(C3CCCN(C(=O)Nc4ccccc4)C3)n2)cc1 (centres undefined)	2%	8%	-22	-11%	3%	-5%
O=[N+]([O-])c1cccc(N/N=C/c2cc([N+](=O)[O-])ccc2O)c1	-1%	-3%	-9	-56%	-1%	1%

Record cards (already shown). Values in the order: AmpC inh detg, Sm TGR block, HCMV inh, AmpC no deterg, AMA1 RON2 block, FBPA Giardia inh
CCOC(=O)C1CCN(C(=O)COC(=O)c2ccccc2OCC)CC1 is entered as ., ., -1, -3%, -11%, .
CCOC(=O)c1c(C)[nH]c(CCC(=O)NCCCN2CCN(c3ccccc3F)CC2)c1C is entered as 16%, -9%, -30, ., ., .

Other structures.
molecule	AmpC inh detg	Sm TGR block	HCMV inh	AmpC no deterg	AMA1 RON2 block	FBPA Giardia inh
Cc1cc(N2CCN(C)CC2)n2nc(-c3ccc(Cl)cc3)nc2n1	?	1%	56	-2%	11%	0%
O=C(CSc1nnc(C2CCCCC2)n1-c1ccccc1)NCc1ccco1	?	45µM*	0	-4%	-2%	6%
O=C(COC(=O)C1COc2ccccc2O1)NC1CCS(=O)(=O)C1 (centres undefined)	-3%	-5%	-13	-10%	12%	5%
COc1ccc(NC(=O)Nc2c[nH]c(=O)[nH]c2=O)cc1OC	3%	5%	57	0%	-4%	-26%
CCc1ccccc1NC(=O)CN1CCN(C(=O)c2cccc(-n3cnnn3)c2)CC1	0%	-5%	-6	43%	-1%	.
COc1ccc(Cc2nnc(Nc3ccc4c(c3)OCCO4)[nH]c2=O)cc1	9%	8%	?	-14%	0%	1%
Cc1cccc(-c2noc(CN(C(=O)c3ccc4c(c3)OCO4)C(C)C)n2)c1	-4%	3%	0	31%	-6%	-4%
Cc1ccc(CNC(=O)CSc2nc3ccsc3c(=O)n2Cc2ccc(C(=O)O)cc2)cc1	5%	?	-27	-43%	-4%	4%
CCCCn1c(C)cc2c(c1=O)C1O[C@](c3ccc(OC)cc3)(Cc3cc(OC)c(OC)cc31)O2	-3%[22.9 µM]	?	.	40%[11.4 µM]	.	-2%[12.9 µM]
O=C(O)c1ccccc1C(=O)Nc1c(-c2ccccc2)nc2ccccn12	5%	0%	19	-3%	-1%	-6%

(more compounds)
molecule	AmpC inh detg	Sm TGR block	HCMV inh	AmpC no deterg	AMA1 RON2 block	FBPA Giardia inh
COc1ccc(-c2csc(NC(=O)COC(=O)Cc3ccccc3)n2)cc1OC	?	-8%	.	-7%	.	2%
CC(Sc1nnnn1C)C(=O)NC1CCCc2ccccc21 (centres undefined)	-1%	3%	-27	-8%	-6%	5%
CCCCCCC(C)n1[nH]c(=O)c2c(C)cc(C)nc21 (centres undefined)	4%	8%	-39	-19%	-1%	-7%
CC(=O)Nc1cccc(NC(=O)c2ccccc2OCc2c(C)noc2C)c1	?	3%	59	-7%	-4%	.
Cc1ccc(Cl)cc1NC(=S)N1CCCCCC1	1%	0%	.	5%	-2%	.
Cn1cc(CN(CCCN2CCOCC2)C(=S)Nc2cccc(Cl)c2)c2ccccc21	-8%	0%	-78*	7%	?	0%
CCN(CC)CCNc1nc(-c2ccco2)c2c(c1C#N)CC(C)(C)OC2	0%	-6%	14	-4%	6%	0%
CCN(CC)C(=O)c1cnn(-c2ccccc2)c1NC(=O)c1cccc(F)c1	-8%	-2%	37	-3%	1%	6%
O=c1c2cccnc2[nH]c(=S)n1Cc1ccccc1	-8%	-10%	29	0%	17%	-2%
Cc1ccc(C(=O)COC(=O)CNC(=O)c2cccs2)cc1	-6%	0%	19	.	-6%	-6%
O=C(NCc1ccncc1)c1cccc(S(=O)(=O)N2CCc3ccccc32)c1	-2%	28µM*	?	-13%	1%	.

Compound activity (PubChem)
